Bioassay records as filed in PubChem BioAssay.
Casp6 inh: caspase-6 (human) enzyme inhibition; P55212; purified caspase-6, Z-VEID-R110 cleavage fluorescence; inhibition, % at 12.5 µM; 350,000 tested, 0.53% active; AID 686996;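 active = mean inhibition across replicates at least about 35%, with every replicate also reaching that limit, limit read from the data; inconclusive = only one of the two criteria met; inactive = neither criterion met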;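 note: 0% = median of neutral control wells and 100% = no fluorescence left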
Target sequence (P55212 24-179 limits assumed): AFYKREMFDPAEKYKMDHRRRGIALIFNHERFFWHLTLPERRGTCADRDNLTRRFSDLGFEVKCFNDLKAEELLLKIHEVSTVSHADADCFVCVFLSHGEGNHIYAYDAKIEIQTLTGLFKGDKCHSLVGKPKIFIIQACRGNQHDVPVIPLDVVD
Target sequence (P55212 194-293 limits assumed): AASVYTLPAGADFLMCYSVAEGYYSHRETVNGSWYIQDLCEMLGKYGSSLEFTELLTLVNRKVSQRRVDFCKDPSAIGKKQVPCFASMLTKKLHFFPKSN
RAD52 anneal inh: RAD52 (human) annealing inhibition; recombinant RAD52 DNA annealing, FRET fluorescence; P43351; inhibition, % at 18.7 µM; 360,000 tested, 0.46% active;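 active = every replicate showing at least 50% inhibition; inconclusive = mean inhibition at least 50% but not in every replicate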
PglD DTNB: blocks C. jejuni PglD acetyltransferase activity. purified PglD enzyme, DTNB colorimetric CoA detection. inhibition, % at 12.5 µM. 360,000 tested, 0.098% active; in the data active = inhibition above about 16%, passing the limit was not always enough; inconclusive = no clear call, values can overlap the other calls; note: strong numbers were not always called active
RAD54 branch: blocks human RAD54 Holliday junction branch migration; Q92698; FAM/BHQ fluorescence; inhibition, % at 10.4 µM; 360,000 tested, 0.14% active;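 active = mean normalized replicate activity at least 40 and at least half of replicates scoring 40 or more; inconclusive = only one of the two criteria met; inactive = mean below 40 and under half of replicates reaching 40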;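 note: 0% = median of neutral control wells and 100% = median of positive control wells; inhibitors cause a drop in the FAM fluorescence signal; in these data hits start at about 50%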
E-sel inducer: E-selectin induction on HUVECs | P16581 | AID 686992 | activation, % at 7.58 µM | 260,000 tested, 0.37% active | HUVEC E-selectin immunofluorescence imaging; normalized: neutral wells 0, TNF-alpha wells 100;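 active = mean E-selectin-positive cell signal at least 10% of the positive control, reached in at least 60% of replicates, without over 20% cell loss; inconclusive = no rule given, readout overlaps actives, possibly toxicity-flagged; inactive = the rest, including those meeting only one limit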;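 note: in these data hits start at about 27%; measured in HUVEC primary endothelial cells; signal is the percent of cells scored E-selectin positive by PE staining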
Target sequence (P16581 whole entry, looked up): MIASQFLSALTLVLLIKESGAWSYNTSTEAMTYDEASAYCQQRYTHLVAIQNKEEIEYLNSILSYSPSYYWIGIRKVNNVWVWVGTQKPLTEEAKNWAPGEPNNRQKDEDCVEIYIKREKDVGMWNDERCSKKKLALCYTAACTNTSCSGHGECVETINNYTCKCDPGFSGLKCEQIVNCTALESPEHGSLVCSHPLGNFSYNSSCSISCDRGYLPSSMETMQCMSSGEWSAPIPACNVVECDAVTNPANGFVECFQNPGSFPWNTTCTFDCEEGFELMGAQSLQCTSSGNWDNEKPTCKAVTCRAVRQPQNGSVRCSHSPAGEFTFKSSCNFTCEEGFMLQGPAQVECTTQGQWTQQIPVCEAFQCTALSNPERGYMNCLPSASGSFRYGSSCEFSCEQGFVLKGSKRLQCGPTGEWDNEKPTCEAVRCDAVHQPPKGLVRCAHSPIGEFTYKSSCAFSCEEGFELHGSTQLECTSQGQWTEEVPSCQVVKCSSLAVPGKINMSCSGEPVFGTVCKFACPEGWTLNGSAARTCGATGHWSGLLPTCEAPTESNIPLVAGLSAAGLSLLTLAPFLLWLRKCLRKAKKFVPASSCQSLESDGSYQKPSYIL
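System: HUVEC, human umbilical vein endothelial cells; quantity: 3,000 cells/well; buffer or medium: EGM-2 medium, gelatin-coated wells; dosing: single-point compound dose; detection: immunofluorescence imaging; evaluation: % PE-positive cells; benchmarks: TNF-alpha, DMSO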
esBAF inh: inhibitors of esBAF chromatin remodeling in mouse ES cells | Bmi1-luciferase knock-in reporter, 24 h; 100% = twice the neutral-well signal | reporter increase, % at 12.5 µM | 350,000 tested, 2% active; in the data active = activation above about 40%; inconclusive = no clear call, values can overlap the other calls;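 note: 0% = median of the plate's neutral control wells and 100% = double that signal; a rise in the Bmi1 reporter signal indicates esBAF inhibition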
ARNT TACC3 PPI: disruptors of human ARNT/TACC3 interaction | Q9Y6A5 | inhibition, % at 9.99 µM | AlphaScreen His-ARNT PAS-B/GST-TACC3 binding, luminescence; TACC3 fragment carries E629A point mutation | 390,000 tested, 0.66% active;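 active = mean inhibition of replicates at least 50% and at least half of replicates each reaching 50%; inconclusive = half or more replicates reach 50% but mean below 50%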;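 note: 0% = complete ARNT plus TACC3 wells and 100% = ARNT alone without TACC3; many hits fall short of the cut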
ERp5 inh: blocks human ERp5 reductase activity on insulin. ERp5 insulin aggregation, absorbance 650 nm, 90 min. 350,000 tested, 0.05% active. Q15084. inhibition, % at 9.99 µM;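 active = mean replicate inhibition above about 25%, with every replicate also reaching it, limit read from the data, passing the limit was not always enough; inconclusive = only one of those two criteria met; inactive = neither criterion met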
* hit, by the source's call; i = inactive; ? = inconclusive; · = no result given; & = joins results of further samples.

SMILES	Casp6 inh	RAD52 anneal inh	PglD DTNB	RAD54 branch	E-sel inducer	esBAF inh	ARNT TACC3 PPI	ERp5 inh
Cc1cc(C(=O)Nc2cnc3ccccc3c2)ccc1[N+](=O)[O-]	-1	-7	·	·	1.4	·	·	1
C/C=C/c1ccc([C@H]2[C@H](CO)N[C@H]2CN(C(=O)C2CCCC2)C(C)C)cc1	·	·	0	1	0.0	3	-10	·
COc1ccc(OC)c(NC(=O)C2CCCCC2)c1	-4	-2	·	·	·	·	-4	-4
COCC1CCN(Cc2cn(C)nc2-c2cccc(Cl)c2)C1 (stereo unspecified)	-2	-17	-1	-4	·	-3	1	5
COc1ccc(S(=O)(=O)Nc2ccc3c(c2)CC(=O)N([C@@H](C)CO)C[C@H](C)[C@H](CN(C)Cc2ccc(C(F)(F)F)cc2)O3)cc1	3	-6	-4	-2	-0.1	5	-7	-8
CC(=O)N1CCc2cc(S(=O)(=O)CCC(=O)NCc3ccc4c(c3)OCO4)ccc21	·	·	-6	-7	·	-9	0	·
COc1c2ccoc2c(OC(C)=O)c2oc(C)cc(=O)c12	1	-16	3	5	0.1	-1	1	0
CC(O)(c1ccccc1)c1nc(-c2ccccc2)cs1 (stereo unspecified)	0	1	2	-10	15	-1	·	-3
C[C@H](CO)N1C[C@H](C)[C@@H](CN(C)S(=O)(=O)c2ccccc2)OCCCC[C@H](C)Oc2ccc(NS(=O)(=O)c3ccc(F)cc3)cc2C1=O	-1	7	5	1	-0.2	-4	-5	-2
C[C@@H]1CCCCO[C@@H](CN(C)CC2CCCCC2)[C@H](C)CN([C@@H](C)CO)C(=O)c2cc(NC(=O)Nc3ccccc3)ccc2O1	-1	-7	-1	10	-0.3	5	-1	-3
CN(C)C(=O)C[C@@H]1C[C@H]2c3cc(NC(=O)c4cccnc4)ccc3O[C@H]2[C@H](CO)O1	2	0	1	-5	-0.3	3	8	5
Cc1cc(=O)[nH]c(SCC(=O)c2ccc(C(C)C)cc2)n1	·	·	0	2	·	34	-12	·
O=C(C[C@H]1C=C[C@H](NC(=O)c2cccc(F)c2)[C@@H](CO)O1)Nc1nccs1	1	-10	-4	3	0.1	-4	28	-1
COC(=O)c1cc(Nc2cc(C)c3c(O)cccc3n2)cc(C(=O)OC)c1	-1	-8	·	·	·	0	-2	-2
O=C(Nc1ccccc1)N(Cc1ccccc1)Cc1ccccc1	·	·	0	9	·	-8	2	·
COCCNC(=O)c1ccc(N2CC3CC(C2)c2cccc(=O)n2C3)c(NC(=O)c2ccc(F)cc2)c1 (stereo unspecified)	0	-12	3	14	·	9	-2	19
OC(c1ccc(Cl)c(F)c1)c1ncc(-c2ccc(Cl)cc2)[nH]1 (stereo unspecified)	14	-125	6	-11	?	9	·	1
CCc1nc(N[C@H](C(=O)O)C(C)C)c2oc3ccccc3c2n1	-2	-27	·	·	0.3	·	-2	1
CC1=C(SCCC#N)S/C(=C2\SC(C)=C(SCCC#N)S2)S1	·	·	1	-1	·	3	31	·
Cc1noc(C)c1NC(=O)Nc1ccc2c(c1)C(=O)N([C@H](C)CO)C[C@@H](C)[C@@H](CN(C)S(=O)(=O)c1ccc(F)cc1)O2	5	2	-3	2	0.0	0	-4	3
CC(C)C[C@H](CO)Nc1nc(Nc2cccc(Cl)c2)c2ncn(C(C)C)c2n1	-1	9	4	3	-0.1	15	3	12
COc1ccc(S(=O)(=O)N(C)C[C@@H]2Oc3ccc(NC(=O)Nc4ccccc4)cc3CC(=O)N([C@@H](C)CO)C[C@@H]2C)cc1	-3	0	3	72*	-0.1	3	-1	3
COc1ccc(S(=O)(=O)Nc2ccc3c(c2)C(=O)N([C@H](C)CO)C[C@@H](C)[C@H](CN(C)Cc2ccc(-c4ccccc4)cc2)O3)cc1	2	2	-2	1	0.1	2	-4	18
COc1ccc(-c2nn(Cc3ccccc3)cc2C(=O)N2CCN(c3ncccn3)CC2)cc1OC	6	-2	0	1	-1.1	-6	·	0
CC(=O)NC(=S)Nc1ccc(NC(=S)NC(=O)c2cccs2)cc1	5	-15	3	5	-0.1	·	1	2
O=C(O)CCCC(=O)N1CCc2cc(S(=O)(=O)NCc3ccccc3)ccc21	-1	-7	-2	-17	0.1	·	-2	0
C[C@H]1CN([C@@H](C)CO)C(=O)c2cc(NC(=O)Nc3ccc(F)cc3)ccc2O[C@@H]1CN(C)S(=O)(=O)c1ccc(Cl)cc1	-3	-10	-2	-9	2.5	-2	7	-4
OC1(c2ccccc2)CN(c2ccccc2)C2=[N+]1CCS2 (stereo unspecified)	1	-12	·	·	0.1	·	-5	-2
C[C@H](CO)N1C[C@H](C)[C@@H](CN(C)Cc2ccc3c(c2)OCO3)Oc2ccc(NC(=O)CCC(F)(F)F)cc2CC1=O	0	19	-2	1	-4.4	2	14	-2
CCC(C)NC(=O)CCCc1ccccc1 (stereo unspecified)	·	·	3	8	·	?	-3	·
O=C(OCC(=O)N1CCCC1)c1ccc(NS(=O)(=O)c2cccs2)cc1O	20	-10	·	-12	0.3	9	1	0
COC(=O)c1ccc(Cl)c(NC(=O)CN2CCN(C)CC2)c1	·	·	8	-2	·	2	-1	·
COCCCN1C(=O)C(CC(=O)NCc2cccc3ccccc23)CC(C(=O)N2CCOCC2)=C1C (stereo unspecified)	2	-11	1	3	0.7	7	·	-11
Cc1cc(O)ccc1Nc1cc(-c2cccc(N(C)C)c2)ncn1	1	-6	-7	-7	0.8	55*	·	-1
C[C@@H]1CN([C@H](C)CO)C(=O)Cc2cc(NC(=O)CCC(F)(F)F)ccc2O[C@H]1CN(C)S(=O)(=O)c1cn(C)cn1	·	·	3	-5	-13	0	10	·
O=[N+]([O-])c1ccc(-c2ncc(-c3ccc(Br)cc3)o2)cc1	1	-29	·	·	0.1	·	-3	4
CC(c1ccccc1)n1c(S(=O)(=O)O)nc2ccccc21 (stereo unspecified)	1	-4	·	·	2.6	·	-7	1
COc1ccccc1N(CC(=O)N1CCC(C(N)=O)CC1)S(=O)(=O)c1ccccc1	0	-14	-8	0	·	3	-1	3
Cc1nc(NC(=O)C2CC2)sc1C(=O)NC1CCCCC1	1	-3	·	·	·	·	-11	-6
O=C(Cc1ccccc1)Nc1ccc(Br)c(Cl)c1	-4	-8	·	·	-1.8	·	10	-6
O=C(Nc1cccc(F)c1)N1CCc2nc(NCc3cccc(Oc4ccccc4)c3)ncc2C1	1	-129	-4	-11	0.4	16	·	-2
CC(NC(=O)N1CCOCC1)c1ccccc1 (stereo unspecified)	-3	-7	1	0	·	-1	-6	-6
NS(=O)(=O)c1ccc(NC(=O)COC(=O)CCc2nc3ccccc3c(=O)[nH]2)cc1	1	-8	-2	8	·	0	-5	-4
O=C(CSc1ncccn1)NC(=O)NCc1ccco1	5	-6	0	-2	·	-6	26	6
O=C(NCc1cccs1)c1ccccc1[N+](=O)[O-]	0	-5	·	·	-2.3	·	-3	3

Entries of single compounds as entered above. Order of screens: Casp6 inh, RAD52 anneal inh, PglD DTNB, RAD54 branch, E-sel inducer, esBAF inh, ARNT TACC3 PPI, ERp5 inh
O=[N+]([O-])c1ccc(-c2ncc(-c3ccc(Br)cc3)o2)cc1 is listed as 1, -29, ·, ·, 0.1, ·, -3, 4
O=C(CSc1ncccn1)NC(=O)NCc1ccco1 is listed as 5, -6, 0, -2, ·, -6, 26, 6
Cc1nc(NC(=O)C2CC2)sc1C(=O)NC1CCCCC1 is listed as 1, -3, ·, ·, ·, ·, -11, -6

(more compounds)
SMILES	Casp6 inh	RAD52 anneal inh	PglD DTNB	RAD54 branch	E-sel inducer	esBAF inh	ARNT TACC3 PPI	ERp5 inh
CN(C)CCNC(=O)c1cccc(-c2cnc3c(NC=O)cc(-c4cccc(F)c4)cn23)c1	-30	91*	-5	?	0.0	-3	·	-1
CN(C)N1C(N)=C(C#N)C(c2cccs2)C2=C1CC(C)(C)CC2=O (stereo unspecified)	1	-22	·	·	·	·	-1	0
CSc1ccc(NC(=O)C2(C)CCN2C(=O)c2cc(C)n(C)n2)cc1 (stereo unspecified)	-2	-17	2	4	·	1	·	-10
COc1ccccc1NC(=O)CCc1nc2sc3c(c2c(=O)[nH]1)CCCC3	1	-18	·	·	-0.1	3	0	-1
COc1ccc(CCNC(=O)c2ccc(S(=O)(=O)N(C)c3ccccc3)cc2)cc1OC	1	-5	1	-6	·	4	1	1
COC(=O)[C@]1(C)N[C@H](CN(C)C(=O)COc2ccccc2)[C@@H]2C(=O)N(C)C(=O)[C@@H]21	22	-9	-3	-25	-0.1	-4	-4	3
CCc1ccc(N2C(=O)C(Cl)=C(N3CCCCCC3)C2=O)cc1	-4	-137	7	-13	0.2	12	11	-5
CCCSc1nnc(CNC(=O)C23CC4CC(CC(C4)C2)C3)n1Cc1ccccc1	7	12	0	-6	0.0	·	-7	-2
COc1ccc(C(C)(O)c2nc(-c3ccccc3C)cs2)cc1 (stereo unspecified)	-1	-4	-2	-6	-0.9	7	·	0
O=[N+]([O-])c1cc(/C=N/Nc2nc(N3CCCCC3)nc(N3CCCCC3)n2)ccc1O	-1	-10	·	·	·	·	-7	6
COc1ccc(C(=O)NCCONC(=O)c2ccc(OC)cc2)cc1	-1	-10	-2	13	0.0	-7	-1	4
CC(=O)c1ccc(NC(=O)CSc2nnc(NC(=O)CN3CCOCC3)s2)cc1	·	·	-2	-9	·	15	-5	·
C/C=C/c1ccc([C@H]2[C@@H](CNC(C)=O)N(C(=O)Cc3cccnc3)[C@H]2CO)cc1	·	·	2	9	0.1	3	1	·
CN(C)C(=O)N1CCC(C(=O)NCc2ccccc2)CC1	·	·	-1	2	·	-2	-6	·
COc1cc2cc(Oc3ccc4ccc(=O)oc4c3)c(=O)oc2cc1OC(=O)/C=C/c1ccccc1	0	-4	-3	5	·	12	-2	8
Cc1ccc(-c2csc3ncn(CC(N)=O)c(=O)c23)cc1C	13	-3	6	1	·	5	-13	1
Cn1c2ccccc2c2cc(/C=C(\NC(=O)c3ccccc3)C(=O)NCC(=O)O)ccc21	8	i	-1	-84	0.1	-6	-11	-13
Cc1cccc(C)c1NC(=O)C(c1ccccc1)N1CCN(c2ccc(C(F)(F)F)cn2)CC1 (stereo unspecified)	1	-5	-2	3	2.7	3	·	-1
O=C(CSc1nnc(-c2ccc(F)cc2)c2ccccc12)Nc1cccc(Cl)c1	-4	-18	·	·	·	·	-67	-3
CC(C)CNC(=O)c1cccc(NC(=O)c2ccc3c(c2)C(=O)N(C)C3=O)c1	-2	3	-4	14	·	1	-2	-2
COC(=O)C[C@H]1CC[C@@H]2[C@H](COC[C@H](O)CN2S(=O)(=O)c2ccccc2OC)O1	0&5	-7&1	2	3	0.5&3.5	-1	2	-3&3
CC1=C(C(=O)OCc2ccccc2)C(c2ccc([N+](=O)[O-])cc2)NC(=O)N1C (stereo unspecified)	13	1	-5	-5	0.0	-5	20	-6
CC(=O)Nc1ccc2c(CN3C(=O)NC(C)(c4ccc(C)cc4)C3=O)cc(=O)oc2c1 (stereo unspecified)	0	-23	·	·	·	·	0	2
O=C(CSc1ccccc1)NC1CCCCCCC1	-1	-9	0	5	·	23	·	-3
CCOC(=O)c1c(C)n(C)c2c(C)cc(O)c(OC(=O)CC)c12	·	·	-3	1	·	8	0	·
COc1cccc(S(=O)(=O)N(C)C[C@@H]2Oc3ncc(C#Cc4cccc(F)c4)cc3C(=O)N([C@H](C)CO)C[C@@H]2C)c1	0	-7	-7	-2	0.3	-2	-4	4
CN(Cc1ccccc1)C(=O)CCS(=O)(=O)c1ccc2c(c1)NC(=O)CS2	·	·	0	1	·	-2	-3	·
